Mito fusion act = qHTS Assay for Small Molecule Inhibitors of Mitochondrial Division or Activators of Mitochondrial Fusion. S. cerevisiae fusion-defective mutant growth rescue, CellTiterGlo 48 h. Potency, µM (doses to about 46.1 µM), for the others: at the top dose growth rescue (activation), actives largely listed as activators. 0.23% of 320,000 active. AID 485298, 2010;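 also: potency is read from the fitted curve at half-maximal effect; % of control where 0% means no effect; nearly all actives have a fitted effect of over 45% in size; temperature-sensitive fusion mutants such as fzo1-1 at 37 °C on non-fermentable ethanol glycerol medium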
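Temperature-sensitive fusion-defective S. cerevisiae (e.g. fzo1-1, mgm1-5) were grown with compound in YPEG medium (3% ethanol, 3% glycerol) for 48 hours at 37C. Growth rescue was measured as viability by CellTiterGlo luminescence after 10 minutes at ambient.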
MBNL1 CUG block = qHTS Assay for Inhibitors of MBNL1-poly(CUG) RNA binding | TR-FRET MBNL1-His/biotin-(CUG)12 binding, 665/545 ratio | Potency, µM (titrated, usually from 57.5 µM), inactives show top-dose activity change, negative = inhibition, hits mostly inhibitors | 0.036% of 280,000 active | AID 2675, 2010; active = well fitted inhibition curve with a large enough effect in the signal ratio, with a control signal flat, not every such curve was filed as active; inconclusive = small, poorly fitted or top-dose-only effect, or effect the other way, or a change in a side signal; inactive = no such curve, though single readings can be large or run the other way; the % refers to the signal ratio; also: potency is read from the fitted curve at half-maximal effect; % is scaled to controls: 0 for no effect and ±100 for the full control effect
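TR-FRET readout: Ex 340 nm, 665/545 nm emission ratio, normalized to buffer-only (basal) and MBNL1-(CUG)12 controls. Complex of MBNL1-His with Biotin-(CUG)12, compounds 92 nM–58 uM, incubated 60 min at room temperature.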
GALK inh = qHTS Assay for Inhibitors of Human Galactokinase (GALK). Purified GALK, Kinase-Glo residual ATP luminescence. Potency, µM (highest dose often 57.5 µM), for the others: at the highest dose activity change, negative = inhibition, actives largely listed as inhibitors. 0.007% of 270,000 active; also: potency is read from the fitted curve at half-maximal effect; % is scaled to controls: 0 for no effect and ±100 for the full control effect
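Kinase-Glo Plus luminescence measured ATP left after a 1 h room-temperature reaction. The reaction used 5 nM GALK, 100 uM galactose and 35 uM ATP at pH 8.0 (20 mM HEPES, 5 mM MgCl2, 60 mM NaCl, 1 mM DTT, 0.01% BSA).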
PKM2 act = qHTS Assay for Activators of Human Muscle isoform 2 Pyruvate Kinase; Pyruvate kinase PKM (Homo sapiens), P14618; purified PKM2, Kinase-Glo ATP luminescence, activation; response scale: 0% is enzyme alone, no compound; Potency, µM (doses to about 57.5 µM), without a hit: at the top dose activation, hits mostly activators; 0.34% of 260,000 active; AID 1631, 2009; also: potency is read from the fitted curve at half-maximal effect; % is scaled to controls: 0 for no effect and ±100 for the full control effect; nearly all actives have a fitted effect of over 55% in size
Target sequence (P14618 whole entry, looked up, canonical isoform): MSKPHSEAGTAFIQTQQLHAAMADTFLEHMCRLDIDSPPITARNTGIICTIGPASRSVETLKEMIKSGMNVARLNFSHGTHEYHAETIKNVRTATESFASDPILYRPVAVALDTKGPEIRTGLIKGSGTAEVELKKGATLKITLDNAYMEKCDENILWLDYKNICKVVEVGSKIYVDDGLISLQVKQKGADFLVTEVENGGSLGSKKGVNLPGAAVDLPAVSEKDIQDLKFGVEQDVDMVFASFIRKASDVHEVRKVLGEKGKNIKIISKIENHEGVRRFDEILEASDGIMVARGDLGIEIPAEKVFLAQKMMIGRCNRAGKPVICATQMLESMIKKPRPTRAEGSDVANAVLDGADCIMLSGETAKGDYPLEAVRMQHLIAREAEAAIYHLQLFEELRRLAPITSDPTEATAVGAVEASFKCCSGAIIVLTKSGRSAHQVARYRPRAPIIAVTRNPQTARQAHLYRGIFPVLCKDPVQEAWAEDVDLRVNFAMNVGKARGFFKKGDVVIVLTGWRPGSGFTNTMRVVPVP
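Purified hPK-M2 (>95% pure) converted ADP (0.1 mM final) to ATP with 0.5 mM PEP in 50 mM imidazole pH7.2, KCl, MgCl2, Tween 20, BSA; 1 h at room temperature. ATP detected by Kinase-Glo luminescence.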
TSHR antagonist = Antagonists of the Thyroid Stimulating Hormone Receptor: HTS campaign | Thyrotropin receptor (Homo sapiens), P16473 | TSHR-expressing cells, TSH-stimulated cAMP HTRF, 2 h; hits give low values | activity change, negative = inhibition, % at 11.5 µM | 0.2% of 330,000 active | AID 504810, 2011;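 active = activity change below a set negative limit, meaning inhibition stronger than a set level, cut at about -70% in these data; inconclusive = activity change between two set negative limits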; also: % is scaled to controls: 0 for no effect and ±100 for the full control effect
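Antagonism was scored as loss of TSH-driven cAMP in TSHR cells, stimulated with 4nM TSH (EC80) for 2 hours at 37 deg C and detected by homogeneous HTRF competition immunoassay.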
KCNH2 WT inh = qHTS for Inhibitors of KCHN2 3.1: Wildtype qHTS | Voltage-gated inwardly rectifying potassium channel KCNH2 (Homo sapiens), Q12809 | U2OS, BacMam KCNH2, thallium flux FluxOr; hits give low values | activity change, % at 1.84 µM | 0.37% of 340,000 active | AID 720551, 2013;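 active = maximum activity change below -70%; inconclusive = maximum activity change between -70% and -50%; inactive = maximum activity change above -50%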; also: % is scaled to controls: 0 for no effect and ±100 for the full control effect
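U2OS cells transduced with wild-type KCNH2 virus are loaded with FluxOr dye for 45 min, and thallium flux is measured in kinetic reads before and after stimulation buffer. Rate constants are normalized to DMSO controls.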
Chronic BCR inh = qHTS Assay to Find Inhibitors of Chronic Active B-Cell Receptor Signaling; ABC-DLBCL IkBa-CBG/CBR reporter, luminescence ratio, 4 h; Potency, µM (top dose mostly 46.1 µM), without a hit: at the top dose ratio change, negative = lower green/red ratio, most hits filed as inhibitors; 0.05% of 340,000 active; active = well fitted inhibition curve with a large enough effect in the signal ratio, with a control signal flat, not every such curve was filed as active; inconclusive = small, poorly fitted or top-dose-only effect, or effect the other way, or a change in a side signal; the % refers to the signal ratio;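 also: potency is read from the fitted curve at half-maximal effect; plate controls were basal doxycycline-induced cells for no effect and cells given 10 µM MG132 for full effect; MG132 reads +100%, hits lower the ratio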
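TMD8 ABC-DLBCL cells carrying doxycycline-inducible green luciferase fused to IkappaBalpha plus unfused red luciferase were exposed to compounds (up to 46 uM) for 4 hrs at 37C. Activity came from the overlap-corrected green/red luminescence ratio.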
Menin MLL FP TR = qHTS Assay for Inhibitors Targeting the Menin-MLL Interaction in MLL Related Leukemias: Competition With Texas Red Labeled MLL-derived Mutant Peptide | O00255 | Menin + Texas Red MLL mutant peptide, fluorescence polarization | Potency, µM (top dose mostly 61.6 µM), inactives show at the top dose FP activity change, negative = inhibition, actives largely listed as inhibitors | 0.23% of 270,000 active | AID 1768, 2009; active = well fitted inhibition curve with a large enough effect in the polarisation, with a control signal flat, not every such curve was filed as active; inconclusive = small, poorly fitted or top-dose-only effect, or effect the other way, or a change in a side signal; inactive = no such curve, though single readings can be large or run the other way; the % refers to the polarisation; also: potency is read from the fitted curve at half-maximal effect; % of control where 0% means no effect; many of its hits are not listed in these tables
Eya2 inh = qHTS Assay for Inhibitors of the Phosphatase Activity of Eya2; recombinant Eya2, OMFP fluorescence dephosphorylation (OMFP is methylfluorescein phosphate); 0.006% of 330,000 active; Potency, µM (highest dose often 76.9 µM), inactives show at the top dose activity, negative = inhibition, most hits filed as inhibitors; AID 488837, 2010; also: potency is read from the fitted curve at half-maximal effect; % is scaled to controls: 0 for no effect and ±100 for the full control effect
Target sequence (O00167 whole entry, looked up): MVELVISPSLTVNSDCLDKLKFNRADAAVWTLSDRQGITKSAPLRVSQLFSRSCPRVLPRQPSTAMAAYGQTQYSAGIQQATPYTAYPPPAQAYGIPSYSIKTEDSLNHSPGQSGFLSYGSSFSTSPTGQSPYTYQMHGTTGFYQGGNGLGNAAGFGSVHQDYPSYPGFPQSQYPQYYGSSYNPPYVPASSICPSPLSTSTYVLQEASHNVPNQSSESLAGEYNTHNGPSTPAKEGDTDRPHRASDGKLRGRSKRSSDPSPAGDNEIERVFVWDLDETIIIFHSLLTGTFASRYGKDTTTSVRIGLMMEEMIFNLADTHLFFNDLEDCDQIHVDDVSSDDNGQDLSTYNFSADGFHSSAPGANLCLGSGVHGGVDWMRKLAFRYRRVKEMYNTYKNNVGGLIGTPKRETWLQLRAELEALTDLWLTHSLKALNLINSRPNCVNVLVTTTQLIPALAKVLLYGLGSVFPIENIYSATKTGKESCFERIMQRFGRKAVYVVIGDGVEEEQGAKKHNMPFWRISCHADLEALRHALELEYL
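Eya2 protein (added as 0.2 uM solution) was preincubated with compound for 10 min at ambient temperature in 50 mM HEPES pH 7.5, 50 mM NaCl, 5 uM MgCl2, 0.05% BSA, 1 mM DTT. OMFP (added at 50 uM) then reacted 10 min; fluorescence read at 485/525 nm.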
USP2a block = qHTS Assay for Inhibitors of Ubiquitin-specific Protease USP2a Using CHOP2 as the Reporter; USP2 core, Ub-CHOP2 coupled fluorogenic reporter, 485/531; Potency, µM (titrated, usually from 38.3 µM), for inactives: at the top dose activity change, negative = inhibition, most hits filed as inhibitors; 0.01% of 330,000 active; AID 463254, 2010;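 also: potency is read from the fitted curve at half-maximal effect; plate controls were DMSO wells for no effect and full inhibition by NEM control for full effect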
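USP2 core (10nM final) preincubated 30min RT with compound in 20mM Tris-HCl pH 8.0, 2mM CaCl2, 2mM beta-mercaptoethanol, 0.05% CHAPS; 25nM Ub-CHOP2 plus 25nM reporter substrate added, fluorescence (Ex485/Em531) read after 60min.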
ASM inhibitor = Inhibitors of Secretory Acid Sphingomyelinase (S-ASM): qHTS. placental ASM, HMU-PC fluorogenic substrate, 60 min. Potency, µM (doses to about 57.5 µM), for the others: at the top dose activity change, negative = inhibition, hits mostly inhibitors. 0.006% of 340,000 active; also: potency is read from the fitted curve at half-maximal effect
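qHTS format. ASM enzyme prepared from human placenta hydrolyses the fluorogenic substrate HMU-PC0 (9 uM final) over 60 min at 37 °C after a 10 min compound preincubation.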
* marks the source's active call; other numbers are inactive results; ? = inconclusive; · = not tested or not shown; & = joins results of further samples; [ ] = another dose, or the depositor's remark. Unless noted, calls follow the shape of the dose curve; as a rule, active = well fitted curve in the direction sought with a large enough effect; inconclusive = small, poorly fitted or top-dose-only effect, or another doubt; inactive = no such curve, though single readings can be large; an effect the other way counts as inactive or inconclusive. An excerpt; rates above refer to the full screens.

SMILES | Mito fusion act | MBNL1 CUG block | GALK inh | PKM2 act | TSHR antagonist | KCNH2 WT inh | Chronic BCR inh | Menin MLL FP TR | Eya2 inh | USP2a block | ASM inhibitor
O=c1[nH]c(CSc2nnc(-c3ccccc3)n2C2CCCCC2)nc2ccccc12 | 4% | 13% | -1% | 4% | -2 | 2 | -6% | -6% | 22% | 6% | -1%
Cc1onc(-c2c(F)cccc2Cl)c1C(=O)NC1=NCCS1 | 6% | -5% | 1% | 7% | -13 | 15 | 2% | -3% | 7% | 4% | 2%
COCC(=O)N(Cc1cc2cc(C)ccc2[nH]c1=O)c1ccccc1 | -3% | -3% | 0% | -9% | 21 | -1 | 0% | 1% | 1% | 2% | 1%
CN(C)C(=O)CSc1nc2ccc(C(=O)c3ccccc3)cc2[nH]1 | -1% | -8% | 3% | 1% | 12 | -17 | -8% | 11% | -2% | 0% | -3%
Cc1csc(CN(C)C(=O)CC2C(=O)NCCN2CC(C)(C)C)n1 (stereo not drawn) | 1% | -8% | 4% | -27% | 6 | 5 | 7% | -16% | -2% | 3% | 7%
O=C(NCCc1ccccc1)c1c[nH]c2c(F)cccc2c1=O | 15% | -8% | 2% | -4% | 6 | -2 | ? | -7% | 9% | -1% | -3%
Cn1c(=S)oc2ccccc21 | -1% | -12% | · | 6% | -6 | -5 | -5% | · | 3% | 3% | 5%
O=C(OCC(=O)N1CCCC1=O)c1nc(Cl)c(Cl)c(Cl)c1Cl | -4% | 11% | 5% | 2% | ? | 29 | -5% | 28% | 4% | 5% | 0%
CN(C)S(=O)(=O)N(Cc1ccc(Br)cc1)c1ccccc1 | 7% | -8% | 1% | 8% | 19 | -18 | 7% | 0% | -14% | -6% | -5%
COc1cc(/C=C/c2cccc[n+]2C)ccc1OCC(=O)Nc1cccc(Cl)c1 | 6% | ? | 3% | · | 9 | -2 | 4% | · | 1% | 1% | 5%
Cc1ccc2c(c1)C1CN(C)CCC1N2C(=O)COc1ccccc1F (stereo not drawn) | -3% | -6% | 2% | -9% | 8 | 7 | ? | · | 6% | -2% | 3%
CN1CCN(CC(C)(C)NS(=O)(=O)c2ccccc2)CC1 | · | · | · | · | -7 | -3 | 0% | · | 4% | 3% | 3%
COc1cc(NC(=S)NNC(=O)CC(C)C)c(OC)cc1Cl | 0% | -17% | 0% | -5% | 4 | -4 | ? | 9% | -4% | 0% | -2%
CCCCSCCCNC(=O)c1cn(CC)c2ccc(S(=O)(=O)N3CCOCC3)cc2c1=O | -1% | 2% | 13% | 1% | 3 | -8 | 7% | 19% | -9% | 0% | ?
CCOC(=O)C1=C(COC(=O)CCNS(=O)(=O)c2ccc(C)c(C)c2)NC(=O)NC1C (stereo not drawn) | -6% | · | · | · | 6 | -6 | ? | · | -8% | 3% | 1%
CCOC(=O)c1[nH]c(C)c(C(=O)NCc2cccnc2)c1C | 0% | -2% | 3% | 10% | 1 | -8 | -11% | -4% | 0% | 0% | 4%
Cc1cc(Oc2ccc(=O)n(C)n2)nc(Oc2ccc(=O)[nH]n2)n1 | -8% | 13% | 2% | -2% | -7 | 14 | 3% | 7% | -4% | -8% | -1%
C/C(Cc1ccccc1)=N\NC(=O)CNC(=O)c1ccccc1F | -18% | -2% | 7% | -1%[0.46 µM] | 10 | -6 | -16% | 20% | -2% | 0% | 5%
Cc1cccc(COCC(CC(C)C)N2CCN(C(=O)c3ccc(C(F)(F)F)cc3)CCC2=O)c1 (stereo not drawn) | 25% | 11% | · | 1% | 8 | · | -12% | -12% | -13% | 2% | -2%
Cc1cccc2cncc(OCc3nnc(SC(F)F)n3C)c12 | -1% | 6% | 3% | · | 0 | 13 | 0% | -3% | 3% | 1% | 3%
Cc1nn(CCC(=O)Nc2cccc(C#N)c2)c(C)c1S(=O)(=O)N1CCCCC1 | 5% | -6% | 8% | -4% | -9 | -5 | 1% | 13% | -6% | 3% | 1%
Cn1cc(SCC(=O)N2CCOCC2)c2ccccc21 | 1% | -24% | -1% | -17% | 23 | 21 | 0% | 0% | 8% | 1% | 0%
COc1cc(C(=O)NNC(=S)NC(=O)c2ccc(Cl)cc2)cc(OC)c1OC | 0% | 8% | -1% | -12% | -16 | -1 | ? | ? | 7% | -14% | 4%
Cc1ccc(NCC(=O)Nc2cccc(S(=O)(=O)N(C)C)c2)cc1S(=O)(=O)N1CCCCCC1 | -3% | · | · | · | -21 | -12 | -9% | · | -27% | -2% | -2%
COc1ccc(-n2c(=O)c(CCC(=O)N3CCC(C)CC3)nc3ccccc32)cc1 | 8% | · | · | · | 4 | -13 | -1% | · | -6% | 0% | -1%
CCC(C)(C)NC(=O)C(c1cccs1)N(C(=O)c1ccn[nH]1)c1cccc(OC)c1 (stereo not drawn) | -6% | -12% | -1% | 0% | -8 | -8 | 8% | -8% | 2% | -4% | 5%
COc1ccc(C)c2sc(N(CCCN(C)C)C(=O)CS(=O)(=O)c3ccc(F)cc3)nc12 | -3% | · | · | · | -2 | 0 | -7% | · | -8% | 2% | -2%
O=S1(=O)C[C@@H](N2CCOCC2)[C@H](N2CCOCC2)C1 | 5% | 20% | 0% | 2% | 8 | 2 | ? | -25% | -2% | 4% | 1%
C/C(=N\NC(=O)c1cccc(O)c1)c1cccc(NC(=O)c2ccc(F)cc2)c1 | 0% | -3% | -9% | -5% | 2 | -2 | ? | · | 4% | 0% | -2%
O=C(CN(C(=O)CNS(=O)(=O)c1ccccc1)c1ccc(Cl)cc1)NCC1CCCO1 (stereo not drawn) | -3% | 1% | 0% | · | -6 | 28 | 1% | · | -4% | 4% | -2%
Cc1occc(=O)c1OCc1c(Cl)cccc1Cl | -29% | -25% | 6% | · | 7 | -4 | ? | -17% | -4% | 4% | -4%
O=C(O)c1cc(-c2ccc(Br)s2)nc2ccccc12 | 15% | ? | · | · | -18 | -1 | 2% | ? | -20% | -4% | 69%[activator]
Cc1ccc(S(=O)(=O)Nc2c(C)n(C)n(-c3ccccc3)c2=O)cc1 | -5%&1% | 1%&-11% | 0%&-1% | -3%&9% | 3&-7 | 10&-4 | ? | -1%&1% | -5%&8% | 5%&-1% | 4%&2%
COc1cc(NC(=O)c2cccs2)c(OC)cc1NC(=O)CCC(=O)Nc1ccc(C)cc1 | -1% | -2% | -1% | · | -9 | 7 | 2% | ? | 3% | 4% | 0%
Cc1cccc(C)c1NC(=O)CN(C)C(=O)Cn1c(=O)cnc2ccccc21 | 0% | -10% | 7% | -2% | -3 | 0 | 0% | 16% | 3% | 0% | 0%
Cc1nnc(SCC(=O)N2CCOCC2)[nH]c1=O | -1% | -15% | -1% | -13% | 5 | 0 | 2% | 9% | 1% | 3% | 5%
N#C/C(=C\c1cn(-c2ccccc2)nc1-c1cc2ccccc2o1)c1nc2ccccc2[nH]1 | -4% | 11% | 4% | -6% | 2 | -10 | 12% | 10% | -3% | -1% | 189%[activator]
CCOC(=O)CN(C(=O)Cn1nnc(-c2ccc(OC)cc2)n1)C(C(=O)NC1CCCC1)c1ccc(F)cc1 (stereo not drawn) | -3% | 8% | 1% | 0% | -3 | 7 | 12% | -7% | 2% | -1% | -6%
Cn1nnnc1SCc1ccccc1[N+](=O)[O-] | 0% | ? | · | 2% | 1 | 1 | -9% | -9% | -16% | 1% | 4%

Assay outcomes as filed in PubChem BioAssay.
